Screens (PubChem BioAssay)
HCMV inh: inhibitors of human cytomegalovirus | HFF cells, HCMV-luciferase reporter, 72 h; stronger effect = lower value | 410,000 tested, 4.5% active | activity change, negative = inhibition, % at 57.5 µM; in the data active = activity change below about -60%; inconclusive = no clear call, values can overlap the other calls; inactive = above about -39%
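Screen run at 2 compound doses on HFFs infected with reporter HCMV, MOI 1 PFU/cell. Luciferase activity from cell lysates at 72 h post infection gave inhibition relative to buffer-only and Salinomycin wells.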
LmPK inhibitor: inhibitors of Leishmania mexicana pyruvate kinase | Potency, µM (titrated, usually from 57.5 µM), without a hit: at the top dose activity change, negative = inhibition, usual class: inhibitors | 290,000 tested, 0.37% active | AID 1721 | Q27686 | purified LmPK, Kinase-Glo ATP luminescence, 1 h; note: potency is the fitted concentration of half-maximal effect
Target sequence (Q27686 whole entry, looked up): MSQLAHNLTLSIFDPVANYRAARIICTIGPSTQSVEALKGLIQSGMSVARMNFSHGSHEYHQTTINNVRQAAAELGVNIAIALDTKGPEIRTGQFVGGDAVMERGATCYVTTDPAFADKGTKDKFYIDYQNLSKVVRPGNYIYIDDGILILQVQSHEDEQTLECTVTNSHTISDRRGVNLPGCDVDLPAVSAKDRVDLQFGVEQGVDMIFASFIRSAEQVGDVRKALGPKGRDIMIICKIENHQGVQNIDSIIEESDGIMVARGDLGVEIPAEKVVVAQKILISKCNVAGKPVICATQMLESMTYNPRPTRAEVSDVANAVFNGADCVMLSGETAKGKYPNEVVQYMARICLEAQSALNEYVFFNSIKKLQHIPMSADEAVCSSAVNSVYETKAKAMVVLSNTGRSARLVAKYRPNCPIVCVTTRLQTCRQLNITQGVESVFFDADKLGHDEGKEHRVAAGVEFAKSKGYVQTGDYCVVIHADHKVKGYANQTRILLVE
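Purified LmPK (0.1 nM) with 0.5 mM PEP and 0.1 mM ADP in imidazole buffer pH 7.2 with MgCl2/KCl, 1 h at room temperature. ATP formed was read by luciferase luminescence and normalized to no-enzyme and uninhibited controls.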
AmpC no deterg: AmpC beta-lactamase inhibition without detergent; Potency, µM (titrated, usually from 57.1 µM), for inactives: top-dose activity change, negative = inhibition, actives largely listed as inhibitors; AmpC nitrocefin hydrolysis, absorbance 480 nm, 0.0001% Triton; AID 485341; P00811; 330,000 tested, 0.52% active;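 note: potency is the fitted concentration of half-maximal effect; plate controls were no compound for no effect and no enzyme for full effect; nearly all actives have a fitted effect of over 20% in size; some results filed as inactive show a strong effect at the top dose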
Target sequence (P00811 whole entry, looked up): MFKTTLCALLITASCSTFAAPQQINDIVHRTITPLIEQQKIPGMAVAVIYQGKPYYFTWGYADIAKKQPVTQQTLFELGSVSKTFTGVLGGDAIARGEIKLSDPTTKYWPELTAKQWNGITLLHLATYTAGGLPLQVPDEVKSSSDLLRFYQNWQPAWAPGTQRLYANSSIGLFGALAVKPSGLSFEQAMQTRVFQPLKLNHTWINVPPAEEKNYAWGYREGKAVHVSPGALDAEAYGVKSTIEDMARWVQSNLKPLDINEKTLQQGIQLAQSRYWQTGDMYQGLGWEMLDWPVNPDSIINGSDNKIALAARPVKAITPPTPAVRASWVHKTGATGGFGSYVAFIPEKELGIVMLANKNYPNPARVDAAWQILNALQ
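20 mM phosphate pH 7.0 + 0.01% (detergent screen) or 0.0001% Triton X-100; 5.3 nM AmpC reagent; cpd preinc 15 min RT; nitrocefin (800 uM stock) to start; A480 q20 s × 4 min; Activity was normalised to no-enzyme and no-compound control wells.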
Tb PYK inh: inhibitors of Trypanosoma brucei pyruvate kinase; Q57TT1; 410,000 tested, 0.12% active; TbPYK enzyme, Kinase-Glo Plus ATP luminescence, 45 min; Potency, µM (highest dose often 76.8 µM), inactives show top-dose activity, negative = inhibition, hits mostly inhibitors; note: potency is the fitted concentration of half-maximal effect; nearly all actives have a fitted effect of over 50% in size
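T. brucei PYK with substrate was exposed to pin-transferred compounds across a concentration series, then started with 130 uM ADP (final). After 45 min at room temperature, Kinase-Glo Plus luminescence was read, normalized and curve-fitted.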
AMA1-RON2 inh: AMA1-RON2 (P. falciparum) interaction inhibition; AlphaScreen AMA1-biotinylated RON2 peptide binding; Potency, µM (top dose mostly 58.2 µM), for the others: top-dose activity change, negative = inhibition, most hits filed as inhibitors; 360,000 tested, 0.2% active;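 note: potency is the fitted concentration of half-maximal effect; 0% = vehicle wells and -100% = peptide control; nearly all actives have a fitted effect of over 45% in size; some results filed as inactive show a strong effect at the top dose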
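AMA1 (3D7) with his tag at 25 nM final met compounds first, then biotinylated RON2 peptide at 25 nM; detection used donor plus acceptor beads, 10 µg/mL apiece, read by AlphaScreen after 30 min at room temperature.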
HCV inh: blocks hepatitis C virus; 340,000 tested, 3.4% active; AID 651820; Huh7.5.1 HCVcc-Cre infection, luciferase reporter, 44 h; Potency, µM (top dose mostly 41.8 µM), inactives show top-dose activity change, negative = inhibition, most hits filed as inhibitors; note: potency is the fitted concentration of half-maximal effect
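HCVcc-Cre virus at an moi near 0.5 was added right after compound to cells cultured 4 h from seeding (1,000 cells/well). Luciferase activity was determined 44 h later, 15 min after substrate addition at RT.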
AmpC detergent: blocks E. coli AmpC beta-lactamase in detergent assay; P00811; AmpC hydrolysis of nitrocefin, absorbance 480 nm, 0.01% Triton; Potency, µM (series often up to 114 µM), for inactives: at the highest dose activity change, negative = inhibition, usual class: inhibitors; 370,000 tested, 0.041% active; AID 485294;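 note: potency is the fitted concentration of half-maximal effect; 0% = no-compound wells and -100% = no-enzyme wells; nearly all actives have a fitted effect of over 25% in size; some results filed as inactive show a strong effect at the top dose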
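AmpC (5.3 nM in the dispensed reagent) in 20 mM phosphate pH 7.0 with 0.01% (detergent screen) or 0.0001% Triton X-100 was preincubated with compounds for 15 min at room temperature. Nitrocefin was then added from an 800 uM solution, and hydrolysis was followed at 480 nm.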
Active calls of the source: *; ? = inconclusive; . = not tested or not shown; & = joins results of further samples; [ ] = another dose, or the depositor's remark. Unless noted, calls come from the whole dose curve; as a rule, active = well fitted curve in the direction sought with a large enough effect; inconclusive = small, poorly fitted or top-dose-only effect, or another doubt; inactive = no such curve, though single readings can be large; an effect the other way counts as inactive or inconclusive. Unless noted, % is set by controls: 0 for no effect and ±100 for the full control effect.

| Structure | HCMV inh | LmPK inhibitor | AmpC no deterg | Tb PYK inh | AMA1-RON2 inh | HCV inh | AmpC detergent |
| --- | --- | --- | --- | --- | --- | --- | --- |
| Cc1nn(CC(=O)N(C)C2CCS(=O)(=O)C2)c(C)c1S(=O)(=O)N(C)C (stereo not drawn) | -13 | . | -18% | 1% | -6% | 14% | ? |
| CCn1c(SCC(=O)Nc2cccc(OC)c2)nc2ccccc2c1=O | -10 | -4% | -9% | 0% | -4% | ? | -5% |
| NC1=NC(=O)N2CC12 (stereo not drawn) | 26 | . | . | 2%&1% | 19% | 35%[activator] | . |
| CC(=O)c1c(N2CCOCC2)nc2ccc(Cl)cc2c1-c1ccccc1 | -24 | 5% | 91%[activator] | 0% | -19% | ? | 1% |
| CCOc1ccc(C(CCc2ccccc2)NC(=O)c2ccccc2F)cc1OCC (stereo not drawn) | 45 | 0% | 59% | -7% | -5% | -23% | 2% |
| Cc1nc2ccccn2c1/C(O)=C1\C(=O)C(=O)N(CCN2CCOCC2)C1c1ccncc1 (stereo not drawn) | 9 | -5% | -14% | -3% | -17% | 4% | -1% |
| COc1ccc(Nc2cc(Cl)ccc2C(=O)O)cn1 | ? | -1% | -19% | -4% | -10% | 8% | -3% |
| COc1ccc(CC(=O)NC(c2ccccc2)c2ccccc2)cc1S(=O)(=O)N1CCOCC1 | -9 | -6% | 124%[activator] | -2% | 6% | ? | 2% |
| O=C(CCn1cnc2onc(-c3ccc(F)cc3)c2c1=O)N1CCN(c2ccccc2)CC1 | -11 | . | . | 0% | . | . | 21% |
| O=C(CN1CCCN(S(=O)(=O)c2ccc(F)cc2)CC1)Nc1c(Cl)cccc1Cl | -11 | -2% | 29% | -2% | 12% | -14% | -11% |
| CCOc1ccc(C(=O)Nc2ccc3nc(SCC(=O)N4CCCC4)sc3c2)cc1 | -14 | . | . | 1% | . | . | 4% |
| COc1ccc(C(C(=O)NC2CCCCC2)N(CC2CCCO2)C(=O)C2COc3ccccc3O2)cc1OC (stereo not drawn) | -14 | -2% | 3% | -11% | 32%[activator] | -9% | 2% |
| O=C(CN1CCN(S(=O)(=O)c2ccc(Br)cc2)CC1)N/N=C/c1ccc(Cl)c([N+](=O)[O-])c1 | -25 | 3% | 0% | 2% | -8%[2.32 µM] | 11µM* | -10% |
| COc1ccc(Cl)cc1N=Cc1c(O)n(C)c(=O)n(C)c1=O | -24 | -1% | 1% | 5% | 22% | 18% | 3% |
| Clc1ccccc1Cn1nnc(-c2ccccc2)n1 | -34 | 2% | 9% | -3% | 14% | -2% | 2% |
| COc1ccc(COCC(O)CN2CCC(CN3C(=O)c4cccc5cccc(c45)C3=O)CC2)cc1OC (stereo not drawn) | 0 | 2% | 109%[activator] | -5% | 5%[2.32 µM] | ? | -11% |
| Cc1ccc(S(=O)(=O)NNC(=O)Nc2cccc3ccccc23)cc1 | -30 | -4% | -31% | 4% | 0% | 5% | ? |
| COc1ccc(-n2c(=O)n(Cc3ccccc3)c(=O)c3[nH]cnc32)cc1 | 19 | 1% | -3% | 3% | -1% | 7% | -7% |
| COC(=O)c1ccc(Cn2c(O)c(N=O)c3ccccc32)o1 | 61 | -2% | -24% | -7% | -5% | -3% | ? |
| O=C(NCCc1ccccc1)c1ccccc1SCC(=O)N1CCCC1 | 41 | -1% | -4% | 6% | 98%[activator] | 18% | 2% |

Single entries from the entries so far.
LmPK inhibitor, Cc1ccc(S(=O)(=O)NNC(=O)Nc2cccc3ccccc23)cc1 = -4%
AMA1-RON2 inh, COc1ccc(Nc2cc(Cl)ccc2C(=O)O)cn1 = -10%
AmpC detergent, O=C(CCn1cnc2onc(-c3ccc(F)cc3)c2c1=O)N1CCN(c2ccccc2)CC1 = 21%

(further entries)
| Structure | HCMV inh | LmPK inhibitor | AmpC no deterg | Tb PYK inh | AMA1-RON2 inh | HCV inh | AmpC detergent |
| --- | --- | --- | --- | --- | --- | --- | --- |
| O=C(CSc1ccccc1F)NNC(=O)c1cncc(Br)c1 | -32 | . | -9% | 0% | 100%[activator] | 10% | . |
| COc1ccccc1CNC(=O)C1CCN(C2=NS(=O)(=O)C(c3ccc(C)c(C)c3)=C2C)CC1 | -64* | . | . | 5% | . | . | 1% |
| Cc1cccc(N2CCN(S(=O)(=O)c3cccc4nonc34)CC2)c1C | -22 | 0% | -31% | 1% | ? | 1% | ? |
| CCOC(=O)c1cnn(CCOC(=O)c2ccc(F)cc2)c1NC(=O)c1ccc(F)cc1 | -15 | 1% | -1% | 1% | -15% | 3% | ? |
| O=C(NC12CC3CC(CC(C3)C1)C2)c1ccc(Br)o1 | -36 | 7% | -29% | 6% | -2% | -15% | 5% |
| COC(=O)CNC(=O)C1CCCN1C(=O)CNC(=O)OC(C)(C)C (stereo not drawn) | 30 | 1% | -8% | -5% | 8% | 2% | ? |
| COc1ccc2c(c1)c1c(c(=O)n(-c3ccc(C)cc3)c(=O)n1CC(=O)NCc1ccc(C)cc1)n2C | 4 | . | . | -7% | . | . | 14% |
| COc1cc(C)c(C(=O)CC(=O)c2c(C)cc(OC)cc2C)c(C)c1 | 18 | . | . | 5% | 114%[activator] | ? | . |
| CC(C)NC(=O)C1CCCN(S(=O)(=O)c2cccs2)C1 (stereo not drawn) | 49 | 3% | -5% | -15% | 6% | -11% | 2% |
| CCOc1ccc(C(=O)c2cnc3ccccc3c2N2CCN(CC)CC2)cc1 | 4 | 5% | -21% | -2% | -18% | -10% | -4% |
| N#Cc1ccccc1NC(=O)COc1ccc2c(c1)OCO2 | 22 | 0% | -36% | 0% | -13% | 14% | -10% |
| CSc1nc2ccccc2c(=O)n1C1CCCCC1 | ? | 0% | -25% | 1% | 9% | -8% | ? |
| COc1ccc(N2CCN(C(c3ccccc3OC)c3nnnn3Cc3ccco3)CC2)cc1 (stereo not drawn) | -7 | 8% | 14% | -6% | ? | -7% | 8% |
| Cc1ccsc1-c1nc(CSCC(=O)NCCN2CCCC2)c(C)o1 | -32 | 9% | 38% | . | -5% | 14% | -13% |
| O=C1CC(N2CCN(c3ccc(O)cc3)CC2)C(=O)N1Cc1cccs1 (stereo not drawn) | -20 | -14% | -12% | ? | -1% | 2% | ? |
| O=C(NC1CCCCCC1)C1CCN(C(=O)N2CCOc3ccc(Cl)cc32)CC1 | 10 | . | . | 3% | . | . | 2% |
| COCCCNC(=O)c1ccc(-c2nc(CS(=O)(=O)c3ccc(C)cc3)c(C)o2)cc1 | 8 | . | . | 2% | . | . | 20% |
| CCn1cc(C(=O)O)c(=O)c2ccc(C)nc21 | 83 | -6%&0% | -5%&-5% | -4%&5% | 4% | 0%[8.37 µM] | -3%&3% |
| CCOc1ccc(CN2CCN(C(=O)c3cccc4ccccc34)CC2)cc1 | ? | -12% | 166%[activator] | -14% | ? | 7.1µM* | ? |
| NC(=O)c1ccc(NC(=O)CCN2C(=O)c3ccccc3C2=O)cc1 | -3 | 5% | -13% | 7% | -3% | 9% | -9% |
| CCN1CCN(CCNC(=O)c2ccc(/C=C3/Sc4ccccc4N(Cc4cccc(C)c4)C3=O)cc2)CC1 | ? | 7% | 64%[activator] | 0% | -27% | 8.9µM* | 0% |
| COc1cccc(CN2CCN(C(c3ccccc3)c3ccccc3)CC2)c1O | 51 | 1% | 29% | -6% | ? | -55% | 0% |
| COc1cc(F)ccc1-c1csc(C(C)(O)c2ccc(F)c(F)c2)n1 (stereo not drawn) | -8 | . | . | -1% | 0% | . | . |
| CCOC(=O)C1C(=O)C=C(c2cccc(NS(C)(=O)=O)c2)CC1c1ccco1 (stereo not drawn) | 19 | 2% | -13% | -1% | -1% | -1% | 8% |
| COc1ccc(CNC(=O)CCS(=O)(=O)c2ccc3c(c2)CC(C)N3C(=O)C2CC2)cc1 (stereo not drawn) | -29&-40 | 3% | 15% | 2%&6% | 0% | -5% | 4%&20% |
| OC[C@H]1O[C@@H]2O[C@H]3[C@H](O)[C@@H](O)[C@@H](O[C@H]4[C@H](O)[C@@H](O)[C@@H](O[C@H]5[C@H](O)[C@@H](O)[C@@H](O[C@H]6[C@H](O)[C@@H](O)[C@@H](O[C@H]7[C@H](O)[C@@H](O)[C@@H](O[C@H]1[C@H](O)[C@H]2O)O[C@@H]7CO)O[C@@H]6CO)O[C@@H]5CO)O[C@@H]4CO)O[C@@H]3CO | 75 | -5% | -4% | 1%&1% | 9% | 27% | -6% |
| CC(=O)Oc1ccc(C(c2ccc(OC(C)=O)cc2)c2ccccn2)cc1 | -27 | 2% | 41% | 3%&-3% | -2% | 3%[8.37 µM] | -13% |
| C[C@@H]1CCC[C@@]2(O[C@@H](CCO)C[C@@H](O)[C@@H]2O)O1 | -24 | . | . | 3% | 5% | 9% | . |
| C=CCn1c(COc2ccc(CC)cc2)nnc1SCC(=O)N(C)C1CCS(=O)(=O)C1 (stereo not drawn) | -27 | 0% | 8% | -17% | 14% | 6% | ? |
| CN(C)CCN1C(=O)C2C3C=CC(C3)C2C1=O (stereo not drawn) | -36 | 3% | -22% | -7% | -3% | 5% | -9% |
| Cc1[nH]c2ccccc2c1C(=O)CSc1nc2ncc(Cl)cc2[nH]1 | -62* | -4% | -32% | -9% | 7% | 0% | 0% |
| Cc1nnc2ccc(-c3cccc(NS(=O)(=O)c4cc(F)ccc4F)c3)nn12 | 9 | . | -2% | 3% | -10% | ? | -1% |
| COc1ccc(Oc2ncnc3c2oc2ccc(Br)cc23)cc1 | -16 | 4% | -10% | -1% | 7% | 0% | 1% |
| O=S(=O)(c1ccc(F)cc1)N1CCC(N2CCCC2)CC1 | . | -3% | -18% | -2% | -14% | ? | ? |
| COC(=O)C1(C)CCC(C(=O)Nc2ccccc2)C1(C)C (stereo not drawn) | -3 | . | . | -5% | -4% | 12% | . |
| O=C(N/N=C/c1cc(Cl)cc([N+](=O)[O-])c1O)C(O)(c1ccccc1)c1ccccc1 | 24 | -5% | 10µM* | -4% | 40%[activator] | -14% | ? |
| Cc1cccc(NC(=O)c2n[nH]c([N+](=O)[O-])c2Br)c1C | 0 | -20% | -26% | 3% | 12% | -17% | -3% |
| COc1ccc(CNC(=O)CNS(=O)(=O)c2ccc(Cl)cc2)cc1 | 4 | 0% | -20% | 1% | ? | 15% | -7% |
| Cc1c(-c2ccccc2)[nH]n2c(=O)c3c(nc12)CCCC3 | -13 | -9% | -40% | 0% | 16% | -22% | ? |
